D1 agonist: activates the human D1 dopamine receptor; P21728; HEK293 T-REx D1 cells, calcium flux, agonist mode; activation, % at 2 µM; 360,000 compounds, 1% hits; also: 0% is about no effect
Target sequence (P21728 whole entry, looked up): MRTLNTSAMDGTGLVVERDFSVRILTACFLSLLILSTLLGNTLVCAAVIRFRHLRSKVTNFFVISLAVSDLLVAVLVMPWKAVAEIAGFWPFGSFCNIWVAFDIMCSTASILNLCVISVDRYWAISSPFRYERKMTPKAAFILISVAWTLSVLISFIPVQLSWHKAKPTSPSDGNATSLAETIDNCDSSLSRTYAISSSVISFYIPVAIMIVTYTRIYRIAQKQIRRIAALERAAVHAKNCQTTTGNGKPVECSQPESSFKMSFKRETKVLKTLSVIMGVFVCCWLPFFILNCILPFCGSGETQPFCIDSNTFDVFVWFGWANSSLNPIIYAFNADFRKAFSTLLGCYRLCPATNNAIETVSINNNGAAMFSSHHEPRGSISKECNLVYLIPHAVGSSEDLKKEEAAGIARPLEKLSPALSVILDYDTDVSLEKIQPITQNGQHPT
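Agonism was scored from calcium flux recorded over 180 s (1 read/s) after pintool compound addition, following a 10-cycle baseline. Cells were inducible force-coupled HEK293 TREx D1, plated overnight at 30 C and loaded with no-wash calcium dye.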
RXFP1 antagonist: RXFP1 (human) relaxin receptor antagonism | Q9HBX9 | HEK293-RXFP1, relaxin-stimulated cAMP HTRF, 30 min; active compounds read low | activity change, negative = inhibition, % at 57.5 µM | 350,000 compounds, 0.59% hits | AID 1259400;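 active = activity change of -60% or lower, but not beyond a set lower limit; inconclusive = change between -60% and -40%, or beyond the set limit; inactive = change above -40%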; also: % is scaled to controls: 0 for no effect and ±100 for the full control effect
D2 agonist: agonists of human D2 dopamine receptor | P14416 | HEK293 T-REx D2 cells, calcium flux agonist mode | activation, % at 2 µM | 340,000 compounds, 0.53% hits | AID 485358;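 active = activation over 3 SD above normal in the single-dose calcium agonist read, cut at about 30% in these data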; also: 0% is about no effect
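Calcium-flux readout, 1 cycle/sec over 180 s following compound pin transfer, in inducible HEK293 Trex D2 cells (force-coupled); dopamine controls included. Positive calcium responses during this window marked compounds as potential agonists.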
D2 potentiator: D2 dopamine receptor (human) potentiation. HEK293 T-REx D2, calcium flux, EC20 dopamine potentiation. P14416. 340,000 compounds, 0.34% hits. potentiation, % at 10 µM;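 active = potentiation over 3 SD above the plate norm, cut at about 30% in these data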; also: 0% is about no effect
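Potentiation of an EC20 dopamine calcium response measured kinetically over 180 s, after a preceding 180 s compound-only read flagging agonists. Cells: inducible Hek293 Trex D2 line, 4000/well, cultured overnight at 30 C before dye loading.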
TRHR PAM: allosterically enhances the human TRH receptor. P34981. TRHR cells, fluo-8 calcium fluorescence, EC20 TRH enhancement. enhancement, % at 2 µM. 360,000 compounds, 0.66% hits. AID 493056; in the data active = enhancement above about 30%; also: 0% is about no effect
Target sequence (P34981 whole entry, looked up): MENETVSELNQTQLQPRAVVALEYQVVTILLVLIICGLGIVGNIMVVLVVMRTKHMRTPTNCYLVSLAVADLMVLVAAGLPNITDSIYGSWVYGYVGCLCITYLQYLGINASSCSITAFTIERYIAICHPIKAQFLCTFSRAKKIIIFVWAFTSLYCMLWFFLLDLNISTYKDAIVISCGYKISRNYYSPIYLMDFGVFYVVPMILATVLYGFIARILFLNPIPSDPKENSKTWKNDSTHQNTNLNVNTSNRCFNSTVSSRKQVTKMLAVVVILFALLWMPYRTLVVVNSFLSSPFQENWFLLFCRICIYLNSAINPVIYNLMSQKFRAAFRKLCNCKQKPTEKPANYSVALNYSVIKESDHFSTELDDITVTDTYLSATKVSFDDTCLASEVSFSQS
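Enhancer read-out: after compound pinning and an initial kinetic agonist-mode read, an EC20 of TRH (10 nM final) was injected and fluo-8 calcium signal (Ex 480/Em 530) followed at 1 s/cycle for 100 cycles in TRHR-expressing cells.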
D1 potentiator: potentiators of human D1 dopamine receptor. 360,000 compounds, 0.036% hits. potentiation, % at 10 µM. HEK293 TREx D1 cells, calcium flux, dopamine EC20 potentiation. P21728; in the data active = potentiation above about 30%; also: 0% is about no effect
D2 antag: antagonizes the human D2 dopamine receptor. P14416. HEK293 TREx D2 cells, calcium flux, dopamine EC80. inhibition, % at 10 µM. 340,000 compounds, 2% hits. AID 485344; in the data active = inhibition above about 30%; also: 0% is about no effect
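Calcium mobilization kinetics were recorded at 1 s intervals in tetracycline-induced HEK293 T-REx D2 cells, first for 180 s after compound addition and then 180 s after EC80 dopamine.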
D1 antag: antagonists of human D1 dopamine receptor. P21728. HEK293 TREx D1 cells, calcium flux, dopamine EC80; active compounds read low. activity change, negative = inhibition, % at 10 µM. 360,000 compounds, 3.2% hits; in the data active = activity change below about -30%; also: % is scaled to controls: 0 for no effect and ±100 for the full control effect
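Allosteric or orthosteric antagonism assessed as attenuation of the calcium response to EC80 dopamine, added 180 s after compound, in induced HEK293 Trex D1 cells loaded with no-wash calcium dye.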
TRHR ag: TRH receptor (human) agonism | P34981 | TRHR cells, calcium flux fluo-8, FDSS agonist mode | activation, % at 2 µM | 360,000 compounds, 0.18% hits; also: 0% is about no effect
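TRHR-expressing cells loaded with fluo-8 calcium dye; 23 nL library compound pin-transferred, kinetic FDSS fluorescence (Ex 480/Em 530) recorded about 180 s for agonist-induced calcium release, before a 10 nM TRH EC20 addition for potentiator mode.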
Starred values were filed as active, the others as inactive; u = inconclusive; x = no result given. Rule as the data show it, unless noted: active = activation above about 30%; inactive = the rest. An unsorted share of the library; any-hit rate near 7.1%.

SMILES	D1 agonist	RXFP1 antagonist	D2 agonist	D2 potentiator	TRHR PAM	D1 potentiator	D2 antag	D1 antag	TRHR ag
Cc1cc(C)n2ncc(C(=O)NCc3cccnc3)c2n1	2	1	-0.7	4	7	-8	4	5	4.5
CCOc1cc(/C=C\c2nc(O)c([N+](=O)[O-])c(=O)[nH]2)ccc1OC(C)C	2	12	0.3	-7	-1	6	-2	-5	-0.1
COc1ccc(C(O)(CCC(C)C)C(CN2CCOCC2)c2ccc(Cl)cc2)cc1 (stereo not drawn)	6	u	0.3	41*	13	5	0	32	1.2
CC(C)n1nc(C(=O)Nc2nnc(C3CC3)s2)c2ccccc2c1=O	1	8	x	x	3	-10	x	17	0.9
CCCn1ncc(CN2CCN(Cc3ccc(C)o3)C(CCO)C2)c1C (stereo not drawn)	2	7	0.0	-13	6	-11	23	5	-0.7
CCC1(c2ccccc2)NC(=O)N(CC(=O)N(C)CC(=O)Nc2cccc(F)c2)C1=O (stereo not drawn)	1	-12	-0.2	10	-3	-2	-10	1	0.3
Cc1cc(C)c(C#N)c(Oc2ccccc2Br)n1	3	-11	-0.7	3	3	-1	0	7	2.8
Cc1cccc(N2CCN(C(=O)CN3C(=O)NC(C)(C4CC4)C3=O)CC2)c1C (stereo not drawn)	3	-5	1.4	16	-7	-3	3	3	1.1
O=C(CN1C(=O)CSc2ccc(S(=O)(=O)N3CCCCC3)cc21)NCc1ccccc1	1	6	-1.3	-13	-6	-3	29	9	-0.2
Cc1ccc(C(=O)CSc2nc3ccc(C(=O)NCCN4CCCCC4)cc3c(=O)[nH]2)cc1	5	x	-0.6	-3	2	3	2	3	-0.9
CCc1nn(CC(=O)NC(C)CCc2ccccc2)c(=O)c2cc3c(OC)cccc3n12 (stereo not drawn)	4	-4	-0.4	22	2	-7	x	-22	0.0
Cc1cc(C)cc(OCC(=O)N(Cc2cccs2)C2CCS(=O)(=O)C2)c1 (stereo not drawn)	1	19	0.3	12	0	-1	-7	15	-1.8
COc1ccccc1NS(=O)(=O)c1cc(NC(=O)c2ccc3c(c2)OCCO3)ccc1C	3	9	1.0	-2	-4	-3	-3	-6	0.4
CCn1c(-c2ccc3[nH]c(C)c(C)c3c2)n[nH]c1=S	6	u	-0.4	-5	5	3	7	-9	3.2
NS(=O)(=O)c1ccc(NC(=S)NC(=O)C2CCCC2)cc1	5	-2	-0.2	-2	-8	-9	7	3	-0.3
CN(C)c1ccc(N2C(=O)CSC2=S)cc1	10	-9	2.4	2	0	1	-1	6	2.5
CCC(C)NC(=O)c1ccc(C(=O)c2ccccc2)cc1 (stereo not drawn)	1	-7	1.5	-3	1	-5	-21	3	-0.1
CCOc1ccc(N(C)S(=O)(=O)c2ccc3[nH]cc(C(=O)NCc4ccccc4)c(=O)c3c2)cc1	1	-3	0.6	-9	37*	-2	x	-11	0.4
Cc1nc(NCc2ccco2)c(C#N)c2c1COC(C)(C)C2	1	-4	-1.0	7	-12	1	-17	-12	0.1
CCCCCn1c(N)c(-c2nc3ccccc3s2)c2c([N+](=O)[O-])nn(C)c(=O)c21	4	2	-0.3	-17	19	-4	4	16	-0.4
O=C(Nc1nnc(SCc2ccccc2F)s1)c1ccco1	3	-3	0.5	-5	2	-7	6	-82*	0.3
CCc1nc(C)c(-c2ccccc2)c(=O)[nH]1	1	5	0.5	4	4	-1	-2	-1	0.8
CC1=NN(c2ccc(C(=O)O)cc2)C(=O)/C1=C/c1ccc(-c2ccccc2F)o1	0	x	-0.1	-3	0	-4	11	10	0.0
O=C1CCC(=O)N1c1ccccc1-c1ccccc1	1	-12	0.1	-1	1	-1	13	9	0.6
Cc1ccc(S(=O)(=O)N2CCN(c3cnn(C)c(=O)c3Cl)CC2)cc1	0	8	1.3	-7	1	-6	-2	-21	-0.9

Remaining list, next part.
SMILES	D1 agonist	RXFP1 antagonist	D2 agonist	D2 potentiator	TRHR PAM	D1 potentiator	D2 antag	D1 antag	TRHR ag
Cc1ccc(-c2nnc(SCC(=O)NCC3CCCO3)nc2-c2ccc(C)cc2)cc1 (stereo not drawn)	4	-11	-0.6	6	2	9	9	4	0.2
CCCCN1C(=O)CN(C2CCCCC2)C(=O)C1c1ccc(OC(C)C)c(OC)c1 (stereo not drawn)	-6	13	-1.1	-7	13	-3	x	14	-0.2
Nc1ccc(-c2nc3ccc(N)cc3[nH]2)cc1	1	19	-1.8	12	-1	-2	0	12	-0.2
CN(C)/C=C1\N=C(c2ccc3c(c2)OCO3)OC1=O	0	-6	x	x	5	-11	x	14	0.0
CCC(C(=O)OC)n1cnc2c(oc3ccccc32)c1=O (stereo not drawn)	5	0	0.2	3	-3	-2	-2	-1	-0.2
NC(=O)NCc1cccnc1	-1	-3	-1.3	-7	-3	-4	5	11	1.6
CCNc1nc(NCC)n2c(SCC(=O)Nc3ccccc3Cl)nnc2n1	3	-9	0.4	-5	9	-4	1	3	0.0
Cc1cccc(C(=O)NCC(=O)OC(C(=O)Nc2cc(C(F)(F)F)ccc2Cl)c2ccccc2)c1 (stereo not drawn)	7	x	x	x	-7	-6	x	-30*	2.3
O=C(CCn1c(=O)sc2ccccc21)NCc1ccc2c(c1)OCO2	-3	-11	-0.4	-8	-1	-4	8	-17	-0.6
O=C(NCc1ccccc1)N1CCCC1	0	9	-0.1	1	4	-4	-5	7	0.4
CCCCNC(=O)c1ccc(/C=C2\Oc3ccccc3N(C)C2=O)cc1	2	0	-0.1	5	1	-7	4	-15	0.5
CC1CCN(S(=O)(=O)c2ccc3c(c2)N(CC(=O)NC(C)C)C(=O)CS3)CC1	0	1	0.0	-5	11	-5	x	-14	-0.1
COc1ccc(S(=O)(=O)N2CCC(C(=O)N3CCCC3)CC2)cc1Cl	2	-6	0.6	x	-3	-2	3	-7	1.2
CC1=C(c2ccc(Cl)cc2)S(=O)(=O)N=C1N1CCN(c2cc(C)ccc2C)CC1	8	-7	-1.2	6	-2	-1	x	3	-0.7
Cn1c(=O)c2c(nc3n(-c4ccc(O)cc4)c(-c4ccc(Br)cc4)cn23)n(C)c1=O	1	x	1.1	0	2	0	x	9	0.9
CCOC(=O)c1ccc(NC(=O)C(C)NS(=O)(=O)c2ccc(OC)cc2)cc1 (stereo not drawn)	8	15	-0.2	7	7	0	-5	-3	-0.9
C=CCN1C(=O)C(Cc2ccc(C)cc2)S/C1=N/N=C/c1ccco1 (stereo not drawn)	6	-4	-0.6	7	-4	0	10	2	0.8
O=C(N/N=C/c1ccc(O)cc1)/C(=C/c1ccccc1)CCO	0	9	0.5	-2	10	-8	-15	-21	0.0
Cc1cc(NC(=O)CSc2nccn2-c2ccc([N+](=O)[O-])cc2)no1	5	7	0.7	-12	-2	-3	-4	-1	0.1
CCC(C)(C)C(=O)Nc1ccc(OC)cc1[N+](=O)[O-]	-1	10	0.1	15	1	0	-11	-8	-0.6
C=C(Cl)COc1ccc2c(CC)cc(=O)oc2c1	0	7	-0.6	-5	0	0	3	9	-0.1
CCOC(=O)C(C)Oc1cccc2c(=O)n(CC(=O)NCc3ccc4c(c3)OCO4)ccc12 (stereo not drawn)	2	-1	0.6	7	0	-4	16	13	-1.0
COc1cc(C2OCC3C(c4cc(OC)c(OC)c(OC)c4)OCC23)cc(OC)c1OC (stereo not drawn)	0	x	-0.3	2	-4	-11	6	-6	-0.2
Cc1cc(C)cc(N2C(=O)CSC2c2ccccn2)c1 (stereo not drawn)	1	9	0.3	11	-4	-9	-2	11	-1.4
CCCCCc1ccc(CC(=O)N2CCOCC2)cc1	1	-1	0.4	6	9	-5	-3	-20	-1.4

Later entries
SMILES	D1 agonist	RXFP1 antagonist	D2 agonist	D2 potentiator	TRHR PAM	D1 potentiator	D2 antag	D1 antag	TRHR ag
CCN(CC)C1CCN(C(=O)c2ccc(OC3CCN(Cc4ccccn4)CC3)cc2)C1 (stereo not drawn)	4	8	0.5	-7	-3	-6	-2	0	0.8
Cc1nnc(SCc2ccc(F)cc2)n1NC/C=C/c1ccccc1	5	-1	0.1	-4	-15	1	15	-14	0.5
COc1cc2c(C(=O)NCCN(C)C)cn(CC(C)C)c(=O)c2cc1OC	1	1	0.4	-4	-1	-11	-9	1	0.2
CC1CCn2c(nc3cc(C(=O)NCc4ccc(F)cc4)ccc32)C1 (stereo not drawn)	0	-12	-0.1	-5	-1	-3	x	-4	-0.2
Cc1nn(-c2cccc(Cl)c2)c(Cl)c1/C=N/NC(=O)c1cccs1	2	x	-1.5	-1	5	2	-22	16	-0.2
CC(C)Nc1cc(N2CCCC2)ccc1[N+](=O)[O-]	2	3	2.1	29	-4	-2	8	-17	-0.8
Cc1cc(OCc2cc(C(=O)NCCN3CCCCC3CO)no2)cc(C)c1Cl (stereo not drawn)	35*	-4	1.1	5	-3	-15	-25	-44*	5.1
COC(=O)c1ccccc1S(=O)(=O)N1CCC(NC(=O)C(Cc2cccc(OC)c2OC)NC(C)=O)CC1 (stereo not drawn)	1	0	0.3	-10	3	-6	-5	-6	0.0
O=C(CN1C(=O)c2ccccc2C1=O)Nc1sc2c(c1C(=O)NCc1ccco1)CCCC2	2	-5	0.5	-10	-6	-4	11	31	1.7
O=C(CCN1CCN(c2ccccc2F)CC1)c1ccc(Br)cc1	2	-24	10	-18	-1	-17	34*	-13	-0.1
CN(c1ccccc1C(=O)N1CCOCC1)S(C)(=O)=O	1	-4	x	x	9	-7	x	0	-0.5
O=C(CC(C(=O)N1CCc2ccccc21)n1ccnc1)N1CCc2ccccc2C1 (stereo not drawn)	0	7	-2.5	-10	3	5	3	5	0.4
O=C(CSc1nnc(C2CCCCC2)n1Cc1ccccc1)NCc1ccco1	2	-6	-0.2	-2	1	-4	15	-5	-1.2
CCOC(=O)N1CCN(S(=O)(=O)c2ccc(C(=O)Nc3sc4c(c3C(N)=O)CC(C)(C)NC4(C)C)cc2)CC1	0	-30	1.3	0	11	-7	3	-7	-0.7
CCOc1ccc(CNC(=O)C2CCN(C(=O)N3CC(CC)Oc4ccccc43)CC2)cc1 (stereo not drawn)	1	14	-0.9	5	0	-3	x	-6	-0.6

Among those listed so far, seven contain two or more sulfur atoms:
SMILES	D1 agonist	RXFP1 antagonist	D2 agonist	D2 potentiator	TRHR PAM	D1 potentiator	D2 antag	D1 antag	TRHR ag
O=C(CN1C(=O)CSc2ccc(S(=O)(=O)N3CCCCC3)cc21)NCc1ccccc1	1	6	-1.3	-13	-6	-3	29	9	-0.2
Cc1cc(C)cc(OCC(=O)N(Cc2cccs2)C2CCS(=O)(=O)C2)c1 (stereo not drawn)	1	19	0.3	12	0	-1	-7	15	-1.8
NS(=O)(=O)c1ccc(NC(=S)NC(=O)C2CCCC2)cc1	5	-2	-0.2	-2	-8	-9	7	3	-0.3
CN(C)c1ccc(N2C(=O)CSC2=S)cc1	10	-9	2.4	2	0	1	-1	6	2.5
O=C(Nc1nnc(SCc2ccccc2F)s1)c1ccco1	3	-3	0.5	-5	2	-7	6	-82*	0.3
CC1CCN(S(=O)(=O)c2ccc3c(c2)N(CC(=O)NC(C)C)C(=O)CS3)CC1	0	1	0.0	-5	11	-5	x	-14	-0.1
CCOC(=O)N1CCN(S(=O)(=O)c2ccc(C(=O)Nc3sc4c(c3C(N)=O)CC(C)(C)NC4(C)C)cc2)CC1	0	-30	1.3	0	11	-7	3	-7	-0.7
